GALK inhibitor – qHTS Assay for Inhibitors of Human Galactokinase (GALK) | P51570 | Purified GALK, Kinase-Glo residual ATP luminescence | Potency, µM (titrated, usually from 57.5 µM), inactives show top-dose activity change, negative = inhibition, usual class: inhibitors | 0.007% of 270,000 active | AID 1868, 2009; further: potency means the concentration at half of the fitted maximal effect; on the % scale 0 is the no-effect control and ±100 the full control effect
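Galactose (100 uM) and ATP (35 uM) were turned over by 5 nM GALK for 1 h at RT. Kinase-Glo Plus then converted the remaining ATP into a luminescent signal.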
KCNH2 3.1 inh – qHTS for Inhibitors of KCHN2 3.1: Mutant qHTS. U2OS KCNH2 3.1, thallium flux FluxOr; active compounds read low. activity change, % (tested at about 1.8 µM). 0.95% of 340,000 active;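 active means maximum activity change below -70%; inconclusive means maximum activity change from -70% to -50%; inactive means maximum activity change above -50%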;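 further: thallium influx rate constant from kinetic fluorescence after stimulation buffer; on the % scale 0 is the no-effect control and ±100 the full control effect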
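Kinetic fluorescence (2 min after stimulation buffer) measures Tl+ influx through KCNH2 3.1 expressed by viral transduction in U2OS cells; the rate constant is normalized against DMSO controls serving as positive and negative references.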
Giardia killer – Small Molecules that selectively kill Giardia lamblia: qHTS | Giardia lamblia trophozoite viability | activity change, % at 7.66 µM, hits read low | 0.15% of 340,000 active | AID 540267, 2011; in the data active means activity change below about -80%; inconclusive means between about -30% and that limit;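 further: parasites exposed to compound for two days anaerobically before the ATP read; on the % scale 0 is the no-effect control and ±100 the full control effect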
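Each well holds 100 Giardia trophozoites and compound. After two days (48 hrs) at 37 deg C in anaerobic conditions, ATP is quantified by luminescence.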
Coupling enz – qHTS Assay for Inhibitors of Fructose-1,6-bisphosphate Aldolase from Giardia Lamblia: Coupling assay counterscreen. coupling enzyme system counterscreen, AmpLite Red fluorescence. 0.67% of 290,000 active. AID 2472, 2010. activity change, negative = inhibition, % at 58.2 µM, hits read low; in the data active means activity change below about -30%; further: on the % scale 0 is the no-effect control and ±100 the full control effect
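Counterscreen of the coupled detection system alone, without aldolase: glyceraldehyde-3-phosphate coupling enzymes plus AmpLite Red readout. Compounds at 57.5 uM final, 10 min RT preincubation, 20 min RT reaction, fluorescence 525/598 nm.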
PKM2 activator – qHTS Assay for Activators of Human Muscle isoform 2 Pyruvate Kinase; Pyruvate kinase PKM (Homo sapiens), P14618; Potency, µM (highest dose often 57.5 µM), for the others: at the top dose activation, most hits filed as activators; AID 1631, 2009; purified PKM2, Kinase-Glo ATP luminescence, activation; response scale: 0% is enzyme alone, no compound; 0.34% of 260,000 active; further: potency means the concentration at half of the fitted maximal effect; on the % scale 0 is the no-effect control and ±100 the full control effect; nearly all actives have a fitted effect of over 55% in size
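ATP formation by purified human PK-M2, quantified via coupled luciferase luminescence after 1 h at room temperature with 0.1 mM ADP and 0.5 mM PEP final.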
Menin MLL FP TR – qHTS Assay for Inhibitors Targeting the Menin-MLL Interaction in MLL Related Leukemias: Competition With Texas Red Labeled MLL-derived Mutant Peptide | O00255 | Menin + Texas Red MLL mutant peptide, fluorescence polarization | Potency, µM (top dose mostly 61.6 µM), for inactives: top-dose FP activity change, negative = inhibition, hits mostly inhibitors | 0.23% of 270,000 active | AID 1768, 2009; active means well fitted inhibition curve with a large enough effect in the polarisation, with a control signal flat, not every such curve was filed as active; inconclusive means small, poorly fitted or top-dose-only effect, or effect the other way, or a change in a side signal; inactive means no such curve, though single readings can be large or run the other way; the % refers to the polarisation; further: potency means the concentration at half of the fitted maximal effect; % of control where 0% means no effect; many of its hits are not listed in these tables
Target sequence (O00255 whole entry, looked up): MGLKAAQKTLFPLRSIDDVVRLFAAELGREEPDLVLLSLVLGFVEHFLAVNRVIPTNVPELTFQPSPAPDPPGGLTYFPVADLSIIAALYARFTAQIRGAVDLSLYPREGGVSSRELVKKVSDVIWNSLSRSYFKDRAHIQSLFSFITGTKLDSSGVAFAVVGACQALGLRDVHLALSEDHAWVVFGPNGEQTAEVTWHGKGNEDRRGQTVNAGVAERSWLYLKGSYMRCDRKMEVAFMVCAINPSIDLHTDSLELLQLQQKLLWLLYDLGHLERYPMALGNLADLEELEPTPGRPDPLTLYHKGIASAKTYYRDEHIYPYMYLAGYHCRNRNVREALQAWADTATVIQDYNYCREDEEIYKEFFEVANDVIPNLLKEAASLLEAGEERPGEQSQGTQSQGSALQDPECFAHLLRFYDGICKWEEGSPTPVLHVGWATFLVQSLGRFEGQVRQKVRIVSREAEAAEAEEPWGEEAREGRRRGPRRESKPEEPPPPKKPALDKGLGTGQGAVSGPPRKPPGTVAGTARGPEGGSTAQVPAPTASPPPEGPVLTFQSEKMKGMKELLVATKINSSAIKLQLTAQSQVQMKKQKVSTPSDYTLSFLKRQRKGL
TRPV1 ag – HTS Assay for Compounds that Act as Agonists of the Vanilloid Receptor 1. Transient receptor potential cation channel subfamily V member 1 (Homo sapiens), Q8NER1. TRPV1-expressing cells, Fluo-8 calcium influx, agonist mode. activation, % at 8.33 µM. 0.19% of 320,000 active. AID 540275, 2011; in the data active means activation above about 80%; inconclusive means between about 30% and that limit; further: 0% is about no effect
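Fluo-8 calcium influx in TRPV1-expressing cells, kinetic read (ex 480/em 520 nm). Compound added and read 3 min for agonist activity, followed by capsaicin at EC20 final and 2 min further read for enhancement.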
USP2a inh – qHTS Assay for Inhibitors of Ubiquitin-specific Protease USP2a Using CHOP2 as the Reporter. Ubiquitin carboxyl-terminal hydrolase 2 (Homo sapiens), O75604. USP2 core, Ub-CHOP2 coupled fluorogenic reporter, 485/531. Potency, µM (series often up to 38.3 µM), inactives show at the top dose activity change, negative = inhibition, hits mostly inhibitors. 0.01% of 330,000 active. AID 463254, 2010;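 further: potency means the concentration at half of the fitted maximal effect; plate controls were DMSO wells for no effect and full inhibition by NEM control for full effect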
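USP2 core (10nM final) preincubated 30min RT with compound in 20mM Tris-HCl pH 8.0, 2mM CaCl2, 2mM beta-mercaptoethanol, 0.05% CHAPS; 25nM Ub-CHOP2 plus 25nM reporter substrate added, fluorescence (Ex485/Em531) read after 60min.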
B2AR arrestin – qHTS assay of beta-arrestin-biased ligands of beta2-adrenergic receptor; Beta-2 adrenergic receptor (Homo sapiens), P07550; 0.02% of 330,000 active; Potency, µM (titrated, usually from 46.1 µM), for inactives: at the top dose activation, hits mostly activators; beta-arrestin recruitment to beta2AR, cell-based reporter; AID 492947, 2010;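 further: potency means the concentration at half of the fitted maximal effect; 0% = DMSO controls and full agonism = EC100 isoproterenol or metaproterenol; nearly all actives have a fitted effect of over 65% in size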
Target sequence (P07550 whole entry, looked up): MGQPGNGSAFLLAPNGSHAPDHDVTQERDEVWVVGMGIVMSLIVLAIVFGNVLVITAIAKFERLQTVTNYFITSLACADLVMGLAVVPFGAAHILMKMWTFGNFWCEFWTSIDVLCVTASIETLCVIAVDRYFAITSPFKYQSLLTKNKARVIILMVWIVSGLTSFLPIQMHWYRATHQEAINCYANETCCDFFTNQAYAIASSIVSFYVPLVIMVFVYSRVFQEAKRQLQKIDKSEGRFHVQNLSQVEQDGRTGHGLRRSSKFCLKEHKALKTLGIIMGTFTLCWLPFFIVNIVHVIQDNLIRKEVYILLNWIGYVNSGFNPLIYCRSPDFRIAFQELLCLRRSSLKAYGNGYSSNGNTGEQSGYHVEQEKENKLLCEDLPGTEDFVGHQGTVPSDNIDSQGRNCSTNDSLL
hERG WT inh – qHTS for Inhibitors of KCHN2 3.1: Wildtype qHTS | activity change, % at 1.84 µM | 0.37% of 340,000 active | Voltage-gated inwardly rectifying potassium channel KCNH2 (Homo sapiens), Q12809 | U2OS, BacMam KCNH2, thallium flux FluxOr; active compounds read low;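 active means maximum activity change below -70%; inconclusive means maximum activity change between -70% and -50%; inactive means maximum activity change above -50%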; further: on the % scale 0 is the no-effect control and ±100 the full control effect
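U2OS cells were transduced with wild-type KCNH2 virus (2.03 x 10^8 / mL) for 4 h at room temperature, then cultured overnight at 37 C. Thallium flux was read with FluxOr dye. Rate constants were normalized to DMSO controls.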
MLL CXXC-DNA inh – qHTS Fluorescence Polarization Assay for Inhibitors of MLL CXXC domain - DNA interaction | Histone-lysine N-methyltransferase 2A (Homo sapiens), Q03164 | MLL-CXXC / FITC-HOXA9 DNA fluorescence polarization | Potency, µM (top dose mostly 115 µM), without a hit: top-dose activity change, negative = inhibition, usual class: inhibitors | 0.037% of 290,000 active | AID 2662, 2010; active means well fitted inhibition curve with a large enough effect in the polarisation, with a control signal flat, not every such curve was filed as active; inconclusive means small, poorly fitted or top-dose-only effect, or effect the other way, or a change in a side signal; inactive means no such curve, though single readings can be large or run the other way; the % refers to the polarisation; further: potency means the concentration at half of the fitted maximal effect
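Fluorescence polarization: 7 uM MLL-CXXC (stock) preincubated 5 min with compounds, then 50 nM fluorescein-HOX-A9 DNA (stock) added; 30 min ambient. Buffer 50 mM Tris-HCl pH 7.5, 50 mM NaCl, 1 mM DTT, 0.05% BSA.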
An asterisk follows results filed as active; i = inactive; ? = inconclusive; · = not tested or not shown; & = joins results of further samples; [ ] = dose if it differs, or a comment. Unless noted, the call rests on the fitted dose curve; in most records, active means well fitted curve in the direction sought with a large enough effect; inconclusive means small, poorly fitted or top-dose-only effect, or another doubt; inactive means no such curve, though single readings can be large; an effect the other way counts as inactive or inconclusive.

SMILES	GALK inhibitor	KCNH2 3.1 inh	Giardia killer	Coupling enz	PKM2 activator	Menin MLL FP TR	TRPV1 ag	USP2a inh	B2AR arrestin	hERG WT inh	MLL CXXC-DNA inh
CCOC(=O)c1c(C)[nH]c(C(=O)NNC(=O)c2ccccc2)c1C	3%	-7	-1	2	-1%	-18%	2	1%	0.5%	-12	17%
CC(NCc1ccc(F)cc1)C(=O)Nc1cc(S(=O)(=O)N2CCCCC2)ccc1Cl (stereo not given)	-2%	8	20	-1	1%	-13%	16	-1%	0.0%	5	8%
COc1ccc(N2CCN(C(=S)NCc3ccc(C)cc3)CC2)cc1	2%	3	-18	1	2%	11%	23	1%	0.2%	10	2%
Cc1ccc(S(=O)(=O)[N-]c2nc3ccccc3nc2-n2cc[n+](Cc3ccccc3)c2)cc1	-2%	2	-6	4	1%	·	-2	0%	0.7%	-5	-2%
COc1ccc(Cl)cc1C(=O)n1cnc2ccccc21	-4%	7	-6	1	-8%	4%	5	0%	-1.1%	-2	-4%
Cn1cc(Br)c(C(=O)Nc2sc3c(c2C(N)=O)CCC3)n1	0%	29	-2	-4	0%	·	-1	1%	-0.4%	5	2%
O=C(O)c1cccc(S(=O)(=O)Nc2ccccc2N2CCOCC2)c1	5%	-6	-16	2	-2%	·	-3	0%	0.0%	1	-5%
Cc1cccc(N2CCN(C(=O)c3ccc(CS(=O)(=O)c4ccccc4C)o3)CC2C)c1 (stereo not given)	-1%	-7	-4	-2	20%	0%	-3	-8%	-0.1%	-12	8%
O=C(CN1C(=O)c2ccccc2C1=O)NCC(=O)OCC(=O)c1cccc([N+](=O)[O-])c1	0%	-6	-6	0	-23%	-3%	-4	-1%	-0.9%	i	0%
CC1(C)CC(=O)C(C=Nc2ccccc2Sc2ccccc2)=C(O)C1	0%	1	12	2	9%	3%	21	-1%	-0.3%	7	7%
COc1ccccc1C(C)NC(=O)Cc1ccc(S(=O)(=O)N2CCOCC2)s1 (stereo not given)	·	-6	-12	·	·	·	-2	3%	-0.4%	-13	·
COc1ccc(OCC(=O)NCCCCCCNC(=O)COc2ccc(OC)cc2)cc1	-5%	2	35[activator]	·	·	·	-4	4%	0.1%	16	1%
O=C(Nc1ccc2c(c1)OCO2)N1CCN(c2ccccc2Cl)CC1	0%	2	-16	-12	8%	6%	?	0%	-0.2%	-5	21%
CCCOCC1CC2(SC(=Nc3ccc(C)cc3)NC2=O)C(=O)O1 (stereo not given)	-2%	0	-6	-1	3%	-4%	10	3%	0.1%	9	17%
O=C(CCNC(=O)c1ccc(Br)cc1)NCC1CCCO1 (stereo not given)	·	10	-16	·	·	·	0	2%	-0.2%	0	·
COc1cc(/C=C2/C(=N)N3C=CSC3=NC2=O)ccc1OCCOc1ccc(NC(C)=O)cc1	12%	16	-2	2	-2%	8%	2	0%	-0.1%	-6	-21%
O=C(COC(=O)c1ccccc1)c1ccc(S(=O)(=O)N2CCCCC2)cc1	·	-16	15	·	·	·	3	0%	0.0%	0	·
CSc1nc(C)[nH]c(=O)c1C#N	·	-6	-24	-6	-3%	·	-2	0%	-0.6%	0	-5%
COc1ccc(-n2ncc(C(C)NS(=O)(=O)c3cccs3)c2C)cc1 (stereo not given)	7%	12	-15	-3	-6%	-4%	-5	-3%	2.8%	-1	30%
N#CC1=C(SCc2ccccc2)NC(=O)CC1c1ccc(O)cc1 (stereo not given)	3%	22	-1	1	-4%	-5%	16	0%	-0.4%	-16	7%
CC(C)OC(=O)CC(NC(=O)OC(C)(C)C)c1ccccc1 (stereo not given)	·	0	14	2&2	-2%	-4%&-3%	?	3%	-3.4%	3	0%
CCOC(=O)CSc1nnc(CSc2nc(N)c3c(C)c(C)sc3n2)n1-c1ccccc1	2%	8	-11	2	9%	-19%	1	0%	-0.2%	-2	6%
Cc1ccc(NC(=O)C2CCCC2)cc1S(=O)(=O)N1CCOCC1	·	46	?	·	·	·	4	3%	0.0%	0	·
Cc1nn(-c2ccccc2)c(Cl)c1/C=N/NC(=O)c1ccccc1NS(=O)(=O)c1cccs1	-1%	3	-4	11	-17%	32%[activator]	-2	-1%	-0.5%	-8	13%
Cc1c(-c2cccc(NC(=O)c3cccs3)c2)nc2ncccn12	0%	9	-8	2	-5%	2%	0	0%	-0.1%	3	4%
CN(C)NC(=O)c1ccc([N+](=O)[O-])s1	-1%	4	?	1	0%	·	1	6%	-0.6%	-13	3%
CCOc1ccccc1N/C(=N/c1nc(C)cc(C)n1)NC(=O)Nc1ccc(Cl)c(Cl)c1	3%	·	·	-4	3%	?	-4	2%	-0.2%	·	10%
OC[C@@H](O)[C@@H](O)CO	·	-8	-17	·	·	·	2	4%	-0.5%	-2	·
O=[N+]([O-])c1cccc(S(=O)(=O)NC2CC3CCC2C3)c1 (stereo not given)	3%	2	-7	13	-3%	1%	1	0%	-0.5%	-11	-4%
COCCNC(=O)c1cc2ncc(Br)cn2n1	-1%	-4	7	4	-9%	-6%	-3	2%	-0.1%	8	0%
O=[N+]([O-])c1ccc(S(=O)(=O)Nc2ccccn2)cc1	-3%	11	-5	0	2%	-2%	6	2%	-0.6%	12	4%
CCn1c(O)c(N=Nc2ccc3ccccc3n2)c2ccccc21	2%	-20	34[activator]	-4	-6%	·	0	-1%	1.1%	12	?
Cc1ccc(-n2ncc3c(SCC(=O)NNC(=O)C(C)C)ncnc32)cc1	-2%	-3	-8	-1	·	11%	-2	3%	-0.8%	8	4%
COc1ccc(Cl)cc1NC(=O)c1cc(-c2ccccc2O)n[nH]1	·	-4	-2	1	-2%	?	6	2%	6.9%	-8	-2%
CCN(C(=O)COC(=O)/C=C/c1ccc(S(=O)(=O)N2CCc3ccccc32)cc1)C1CCS(=O)(=O)C1 (stereo not given)	1%	4	-10	0	-2%	17%	-5	-1%	-0.6%	10	2%
CCS(=O)(=O)N1CCN(C2Cc3ccccc3C2)CC1	1%	-2	-1	-2	-7%	-10%	-2	-1%	0.3%	-4	17%
COc1ccc(C2/C=C\CN(C(=O)CC(C)(C)C)CC(=O)N2Cc2ccc(F)cc2)cc1 (stereo not given)	2%	·	-6&-4	1&8	-2%	6%	20	10%	-0.1%	·	17%
CCCCCCCCc1nc(SCC(C)=O)n[nH]1	0%	27	?	2	0%	·	21	2%	11%	3	1%
Cc1nn(Cc2ccccc2)c(Cl)c1/C=C/C(=O)OCC(=O)N(C)C1CCS(=O)(=O)C1 (stereo not given)	0%	-7	-11	4	1%	-7%	0	1%	-0.6%	-7	-12%
O=C(COC(=O)/C=C/c1ccco1)Nc1ncc(Cl)cc1Cl	1%	-12	-16	1	13%	-6%	1	3%	-1.0%	·	13%
CCCCCNCc1cccc(Br)c1	-1%	0	2	·	0%	-4%	-3	-1%	-0.8%	5	3%
COc1ccc(C2CC(c3cccs3)=NN2S(C)(=O)=O)cc1 (stereo not given)	-4%	15	29	0	3%	·	·	4%	-1.5%	-4	4%
COc1ccc(C)cc1N1CC(C(=O)Nc2ccccc2C(=O)NC2CC2)CC1=O (stereo not given)	·	-6	26	·	·	·	3	-1%	-0.4%	-2	·
Cc1ccc(O)c(C(=O)/C=C/c2ccc3c(c2)OCCO3)c1	-1%	-10	2	2	4%	16%	8	-1%	0.1%	-3	32%[activator]
CC(C)Cn1c(N)c(C(=O)COC(=O)c2cc(C(F)(F)F)nc3ccccc23)c(=O)n(C)c1=O	·	-17	5	-2&-2	-4%&-3%	?	-5	1%	-1.3%	-2	23%
CC(=O)Nc1ccc(NC(=O)CSc2nc(N)c(NC(=O)c3ccccc3F)c(=O)[nH]2)cc1	1%	·	-20	·	·	·	3	4%	0.1%	10	28%
Cc1oc(-c2ccc(Cl)cc2)cc1C(=O)/C(C#N)=C/Nc1cccc(OC(F)(F)F)c1	2%	-3	0	4	-1%	·	-3	3%	3.7%	4	5%
CS(=O)(=O)N(CC(=O)N/N=C/c1cc([N+](=O)[O-])ccc1Cl)c1ccccc1	-5%	6	-6	-14	1%	24%	-9	-1%	-0.2%	5	-3%

These rows are one share of the data; rates above refer to the full screens.
